Screens: PubChem, several laboratories
dFosB act – activators of mouse delta FosB homodimer; 340,000 compounds, 0.99% hits; purified delta FosB, TAMRA-CDK5 oligo fluorescence polarization; percent of positive-control signal above neutral wells; P13346; AID 493131; activation, % at 25 µM;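 active = mean activation above about 17%, with every replicate also reaching it, limit read from the data, passing the limit was not always enough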;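 note: fluorescence polarization rise as delta FosB binds a TAMRA Cdk5 AP-1 oligo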
SR-BI HDL uptake – mouse SR-BI HDL lipid transfer inhibition | inhibition, % at 12.5 µM | 320,000 compounds, 0.96% hits | ldlA[mSR-BI] CHO cells, DiI-HDL uptake fluorescence, 3 h | Q61009;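 active = mean replicate inhibition of at least 70% and a set share of replicates each scoring 70 or more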;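 note: 0% = median of neutral control wells and 100% = median of positive control wells; values of inactives mirror those of a sister screen read the other way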
Arrestin-AP2 inh – blocks beta-arrestin peptide binding to AP2 adaptin; AID 504490; 340,000 compounds, 0.31% hits; FITC-arrestin peptide / GST-AP2 beads, flow cytometry; AP2 beta2 appendage carries R879A mutation; inhibition, % at 10 µM;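 active = inhibition above a set limit, near 3 SD of compounds lacking own fluorescence, cut at about 54% in these data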;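 note: plate controls were DMSO wells for no effect and 5 µM unlabelled arrestin peptide for full effect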
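Measured by: flow cytometry, FL1 (488/535 nm); Material: AP2 appendage R879A on GSH beads; Evaluation: percent response; Timing: pre-incubation 12 min, peptide binding 1 h, room temperature; Also added: 50 nM FITC-arrestin peptide; Medium: PBS with 0.05% Tween 20 and 0.1% BSA.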
MITF TRPM1 HTS – activators of MITF-driven TRPM1 promoter activity in SK-MEL-5 cells. 300,000 compounds, 0.75% hits. activation, % at 12.5 µM. SK-MEL-5 TRPM1-promoter luciferase, 24 h; % of positive control, neutral wells = 0. AID 588334;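 active = mean activation of at least 80% with every replicate also reaching 80%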;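 note: 0% = neutral control wells and 100% = parthenolide positive control wells; values of inactives mirror those of a sister screen read the other way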
PKA-R1A act – activates the PKA-R1A holoenzyme complex; P00514+P68181; PKA-R1A dissociation, Cy5-IP20 fluorescence polarization; scaled: DMSO 0%, 113 µM cGMP 100%; activation, % at 11.4 µM; 340,000 compounds, 0.083% hits; AID 504707;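 active = percent activation above the mean of all tested compounds plus 3 SD, cut at about 19% in these data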;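 note: higher means more PKAc released from R1A so a rise in polarization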
DSG3 Ab inh – inhibitors of pemphigus antibody binding to human desmoglein-3; P32926; DSG3-coupled beads, scFv-anti-DSG3-GFP binding, flow cytometry; hits give low values; binding (percent of control), % at 10 µM; 310,000 compounds, 0.48% hits; AID 588358;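 active = binding more than 3 SD below its plate's average and above zero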;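 note: hits lower antibody fragment binding to DSG3; some compounds called inactive have numbers as strong as hits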
PKA-R2B activ – activators of human PKA-R2B complex; PKA-R2B holoenzyme dissociation, Cy5-IP20 fluorescence polarization; R2B truncated from residue 108, S112A mutant; 0% DMSO only, 100% 113 µM cGMP; activation, % at 11.4 µM; 340,000 compounds, 0.079% hits; AID 504700;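 active = activation above a cutoff set at the mean over all compounds plus 3 SD, cut at about 18% in these data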;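 note: higher means more holoenzyme dissociation and a rise in polarization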
Target sequence (P31323 whole entry, looked up, other chains not shown, the tested form may be a part): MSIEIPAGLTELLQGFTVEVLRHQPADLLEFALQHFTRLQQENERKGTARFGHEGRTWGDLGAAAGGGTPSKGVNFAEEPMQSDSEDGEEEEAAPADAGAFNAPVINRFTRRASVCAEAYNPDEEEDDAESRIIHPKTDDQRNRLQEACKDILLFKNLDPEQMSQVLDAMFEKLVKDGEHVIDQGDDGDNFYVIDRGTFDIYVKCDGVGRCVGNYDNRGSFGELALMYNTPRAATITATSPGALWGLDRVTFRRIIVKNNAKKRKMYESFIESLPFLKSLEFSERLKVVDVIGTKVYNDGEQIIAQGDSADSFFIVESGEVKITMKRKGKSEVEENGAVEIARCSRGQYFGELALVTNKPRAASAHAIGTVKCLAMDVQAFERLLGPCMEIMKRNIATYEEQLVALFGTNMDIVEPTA
SR-BI DiI-HDL act – enhances SR-BI lipid uptake from DiI-HDL; CHO ldlA[mSR-BI] cells, DiI-HDL uptake fluorescence, 3 h; 100 = double the neutral-control signal; activation, % at 12.5 µM; 320,000 compounds, 0.096% hits;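 active = mean replicate activation of at least 60% and every replicate at or above 60%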;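 note: 0% = median plate neutral-control signal and 100% = twice that signal; values of inactives mirror those of a sister screen read the other way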
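Test system: SR-BI-overexpressing, LDLR-lacking CHO cells; Also added: labelled HDL, 10 µg/mL; Measured by: bottom-read cell fluorescence after medium removal, ex 550/em 595 nm; Timing: 3 h uptake period with compound, 37 °C; Buffer or medium: F12, 0.5% BSA, 25 mM HEPES; Doses: single compound concentration, delivered by pin transfer.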
CDK5 inh – blocks human CDK5/p35 kinase activity. Recombinant CDK5/p35, ADP-Glo luminescence, 60 min. AID 488839. Q00535+Q15078. 330,000 compounds, 0.01% hits. inhibition, % at 10 µM;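 active = highest replicate inhibition of at least 50% and at least 75% of replicates reaching 50%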;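 note: plate controls were DMSO neutral control for no effect and GW8510 at 10 µM for full effect; many of its hits are not listed in these tables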
Target sequence (Q00535 whole entry, looked up): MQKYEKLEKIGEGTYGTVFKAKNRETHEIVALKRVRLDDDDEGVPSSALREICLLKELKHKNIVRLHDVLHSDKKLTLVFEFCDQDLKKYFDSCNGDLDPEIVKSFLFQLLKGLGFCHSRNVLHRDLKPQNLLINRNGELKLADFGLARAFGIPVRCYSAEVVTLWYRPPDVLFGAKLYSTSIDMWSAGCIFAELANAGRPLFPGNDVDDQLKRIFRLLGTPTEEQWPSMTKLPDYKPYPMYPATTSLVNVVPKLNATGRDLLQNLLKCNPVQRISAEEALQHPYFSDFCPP
Target sequence (Q15078 whole entry, looked up): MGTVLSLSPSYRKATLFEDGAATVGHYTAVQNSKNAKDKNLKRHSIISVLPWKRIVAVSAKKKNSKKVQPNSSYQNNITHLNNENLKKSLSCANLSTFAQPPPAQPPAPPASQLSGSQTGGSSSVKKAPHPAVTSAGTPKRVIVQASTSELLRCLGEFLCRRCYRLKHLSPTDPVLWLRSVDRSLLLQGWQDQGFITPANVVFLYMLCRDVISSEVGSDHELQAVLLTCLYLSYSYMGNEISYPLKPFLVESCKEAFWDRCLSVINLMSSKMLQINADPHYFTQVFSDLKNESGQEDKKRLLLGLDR
NSD2 inh – inhibitors of human histone methyltransferase NSD2 | NSD2 peptide methylation, AlphaScreen, 120 min | inhibition, % at 12.5 µM | 310,000 compounds, 0.54% hits; in the data active = inhibition above about 50%
Mot1-301 SUMO – blocks SUMOylation pathway, rescuing yeast Mot1-301 growth; growth rescue, % at 18.8 µM; 320,000 compounds, 1% hits; S. cerevisiae Mot1-301 growth rescue, ATP luminescence, 38.5C; percent above DMSO median, 100 means doubled;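 active = every valid replicate shows activation above 250% relative to neutral control wells; inactive = the rest, any valid replicate at or below 250%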;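 note: OY570 slx delta 5 strain wells were the positive control but not used for scaling; some compounds called inactive have numbers as strong as hits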
Numbers without * were called inactive; nt = not tested or not shown.

DSG3 Ab inh | PKA-R1A act | Arrestin-AP2 inh | NSD2 inh | PKA-R2B activ | Mot1-301 SUMO | SR-BI HDL uptake | SR-BI DiI-HDL act | dFosB act | CDK5 inh | MITF TRPM1 HTS | smiles
nt | 3 | -7 | nt | 4 | 23 | 1 | -1 | -6 | -0.4 | nt | COC(=O)C1=C(C)N(c2ccc(F)c(Cl)c2)C(=O)C1
98 | 4 | 1 | nt | 5 | 5 | -7 | 7 | -3 | 0.4 | 1 | COc1ccc(C(=O)CC(CC(=O)c2ccc(OC)cc2)C(=O)O)cc1
99 | -5 | 21 | 7 | -8 | 12 | 1 | -1 | 8 | -0.3 | -4 | CCOC(=O)N1CCN(C(=O)c2ccc(OC(C)=O)cc2)CC1
121 | -6 | 42 | -3 | -3 | 9 | -19 | 19 | -3 | -1.7 | -19 | CN1C(=O)NC2C1N(S(C)(=O)=O)CCN2S(C)(=O)=O (configuration not stated)
99 | -6 | -2 | 2 | -4 | -9 | -13 | 13 | -2 | 1.0 | 1 | CCOc1cc(C2C(C(=O)c3ccc(C)cc3)=C(C(=O)OC)Nc3nnnn32)ccc1O (configuration not stated)
121 | -6 | -27 | -3 | -7 | nt | 23 | -23 | -3 | 0.9 | -1 | CCCN(Cc1ccccc1)C(=S)Nc1ccc(SC(F)F)cc1
106 | -2 | -3 | 5 | -1 | 8 | -24 | 24 | -1 | -1.0 | -4 | CC(=O)c1sc2nc(SCC(=O)NCCc3ccccc3)[nH]c(=O)c2c1C
103 | 5 | 12 | 3 | 7 | 3 | 1 | -1 | -8 | 1.9 | 0 | COc1cccc(C(C(=O)NC2CCCCC2)N(C(=O)c2csnn2)C2CC2)c1 (configuration not stated)
102 | -11 | 9 | -1 | 2 | 8 | -7 | 7 | -7 | 0.6 | nt | Cc1cc2nnc(SCC(=O)N3CCN(c4ccccc4)CC3)n2c(N)n1
104 | 10 | 20 | 2 | -11 | 10 | 8 | -8 | -17 | -0.7 | -4 | COc1ccc(CN(C)CC(=O)Nc2cccc(S(=O)(=O)N3CCCC3)c2)cc1F
107 | -1 | -6 | -1 | 7 | nt | nt | nt | 2 | -5.4 | 6 | C=CCC(=O)NC(C)c1cnn(-c2ccccc2C)c1C (configuration not stated)
105 | -10 | 19 | -1 | -8 | 9 | 23 | -23 | 4 | 0.1 | -6 | CCC(C)[C@H](NC(=O)NCCCc1ccccc1)C(=O)OC (some centres not stated)
nt | -7 | -10 | 1 | 4 | 20 | -7 | 7 | 2 | 1.1 | 5 | O=C(C1CCCC1)N1CCCC(Nc2ccccc2)C1 (configuration not stated)
98 | 4 | -10 | 0 | -18 | 12 | -9 | 9 | -5 | -2.8 | -1 | COc1ccc(S(=O)(=O)N(C)C2(C)CCS(=O)(=O)C2)cc1OC (configuration not stated)
105 | 6 | 23 | -2 | 2 | nt | 2 | -2 | 7 | 0.9 | nt | Fc1ccc(CNCC2CCCO2)cc1 (configuration not stated)
101 | 4 | -3 | 17 | 1 | -12 | -11 | 11 | -5 | -1.0 | -11 | Cc1ccn2cc(CC(=O)O)nc2c1
102 | 20* | 34 | -1 | 1 | 5 | 24 | -24 | -10 | -1.8 | -7 | Nc1cc(N)nc(SCc2cc(=O)oc3cc4c(cc23)CCC4)n1
106 | 9 | 4 | 1 | 2 | -3 | 7 | -7 | -1 | -3.3 | 8 | O=C(Nc1ccccc1Cl)c1cccc(NC(=O)C2C3CC4OC(=O)C2C4C3)c1 (configuration not stated)
104 | 13 | -1 | -3 | 1 | -10 | 25 | -25 | -7 | -1.4 | -3 | CC(=O)c1cccc(NC(=O)C(OC(=O)c2ccccc2NS(=O)(=O)c2cccs2)c2ccccc2)c1 (configuration not stated)
98 | -2 | 22 | -3 | 1 | -13 | 12 | -12 | -7 | -1.7 | 12 | CN(C)S(=O)(=O)N1CCCC(C(=O)c2ccc(-c3ccccc3)cc2)C1 (configuration not stated)
113 | -5 | -12 | -1 | -13 | -5 | -25 | 25 | 48* | -0.4 | -51 | CC(Nc1nc(N2CCNCC2)nc2ccccc12)c1ccccc1 (configuration not stated)
97 | -5 | 1 | 1 | -1 | -7 | 33 | -33 | -5 | -0.7 | nt | CC12CCC(c3nnc(SCC(=O)Nc4cccc5ccccc45)nc31)C2(C)C (configuration not stated)
nt | -7 | -7 | 0 | 7 | -9 | nt | nt | 6 | 2.3 | 7 | COCCNC(=O)CC(NS(=O)(=O)c1ccc(NC(C)=O)cc1)C(C)C (configuration not stated)
102 | -2 | 1 | 7 | -5 | 0 | -1 | 1 | -2 | 1.3 | 1 | COCCN1CCC(CNCc2cn[nH]c2-c2ccc(C)c(C)c2)C1 (configuration not stated)
106 | -1 | 5 | nt | -3 | 25 | 23 | -23 | -5 | -0.6 | -28 | COc1cc(C(=O)N2CCN(c3ccc(C)cc3C)CC2)cc(OC)c1OC
104 | -6 | 4 | -5 | -4 | 10 | 45 | -45 | -15 | -7.8 | 0 | COc1ccc(-c2cc(C(=O)Nc3cccnc3)c3ccccc3n2)cc1OC
100 | -17 | 1 | 2 | -3 | 47 | 4 | -4 | -11 | -0.3 | 10 | CC(C)(C)N1CC(c2nc3ccccc3n2Cc2ccccc2)CC1=O (configuration not stated)
nt | -1 | -3 | 0 | -5 | 1 | -22 | 22 | 2 | -0.5 | 2 | Cc1ncc(CN2CCN(Cc3ccccc3)C(CCO)C2)s1 (configuration not stated)
99 | 0 | -2 | -3 | 3 | nt | -10 | 10 | -4 | -0.6 | 36 | CC(=O)c1cccc(OCC(=O)NC2CCCCCC2)c1
92 | -1 | 3 | -1 | 11 | 14 | -18 | 18 | -4 | 0.0 | 1 | Cc1ccc(C)c(C(=O)NCc2ccncc2)c1
nt | -5 | 26 | 0 | -1 | 12 | -13 | 13 | -1 | 0.0 | -2 | C=CCn1c(=O)c2ccccc2n2c(SCC(N)=O)nnc12
111 | 7 | -1 | 0 | -4 | -19 | nt | nt | -6 | -0.3 | 5 | COc1ccc(-c2nnc(SCC(=O)N3c4ccccc4Sc4ccccc43)o2)cc1
112 | -6 | -11 | 3 | -11 | 5 | 19 | -19 | -6 | -0.7 | 0 | CC(=O)Nc1cccc(NC(=O)C(=O)NCC(c2ccco2)N2CCc3ccccc3C2)c1 (configuration not stated)
105 | 8 | 21 | 3 | -6 | -11 | nt | nt | -3 | -1.7 | nt | COCc1cc(C)n(CC(=O)Nc2ccc(N3CCOCC3)c(Cl)c2)c(=O)c1C#N
nt | 1 | 12 | 1 | 4 | -6 | -15 | 15 | nt | 0.3 | -3 | Cc1ccc(NC(=S)N(CCCN2CCOCC2)Cc2ccco2)cc1C
114 | 0 | 0 | -5 | -2 | 10 | -16 | 16 | 0 | -4.8 | 0 | COc1ccc([N+](=O)[O-])cc1NC(=O)COC(=O)C1CC1
100 | 0 | 25 | 0 | 8 | -14 | 6 | -6 | 3 | 2.2 | 7 | O=C(CSc1nnc(NCc2ccccc2)s1)c1ccco1
99 | -10 | -5 | nt | -4 | -9 | 2 | -2 | -8 | 1.4 | -14 | Cc1ccc2cc(CCNC(=O)CC(C)C)c(=O)[nH]c2c1
95 | -3 | 19 | -1 | -6 | -36 | 36 | -36 | 19* | 0.3 | 73 | O=C(Nc1ccc(N2CCCC2)cc1)c1cccc(F)c1
104 | -4 | 10 | 0 | -1 | -16 | -3 | 3 | -7 | -0.5 | -2 | Cn1ncc2cc(NC(N)=S)ccc21

By substructure, those above with an aryl methoxy group (8)
DSG3 Ab inh | PKA-R1A act | Arrestin-AP2 inh | NSD2 inh | PKA-R2B activ | Mot1-301 SUMO | SR-BI HDL uptake | SR-BI DiI-HDL act | dFosB act | CDK5 inh | MITF TRPM1 HTS | smiles
98 | 4 | 1 | nt | 5 | 5 | -7 | 7 | -3 | 0.4 | 1 | COc1ccc(C(=O)CC(CC(=O)c2ccc(OC)cc2)C(=O)O)cc1
103 | 5 | 12 | 3 | 7 | 3 | 1 | -1 | -8 | 1.9 | 0 | COc1cccc(C(C(=O)NC2CCCCC2)N(C(=O)c2csnn2)C2CC2)c1 (configuration not stated)
104 | 10 | 20 | 2 | -11 | 10 | 8 | -8 | -17 | -0.7 | -4 | COc1ccc(CN(C)CC(=O)Nc2cccc(S(=O)(=O)N3CCCC3)c2)cc1F
98 | 4 | -10 | 0 | -18 | 12 | -9 | 9 | -5 | -2.8 | -1 | COc1ccc(S(=O)(=O)N(C)C2(C)CCS(=O)(=O)C2)cc1OC (configuration not stated)
106 | -1 | 5 | nt | -3 | 25 | 23 | -23 | -5 | -0.6 | -28 | COc1cc(C(=O)N2CCN(c3ccc(C)cc3C)CC2)cc(OC)c1OC
104 | -6 | 4 | -5 | -4 | 10 | 45 | -45 | -15 | -7.8 | 0 | COc1ccc(-c2cc(C(=O)Nc3cccnc3)c3ccccc3n2)cc1OC
111 | 7 | -1 | 0 | -4 | -19 | nt | nt | -6 | -0.3 | 5 | COc1ccc(-c2nnc(SCC(=O)N3c4ccccc4Sc4ccccc43)o2)cc1
114 | 0 | 0 | -5 | -2 | 10 | -16 | 16 | 0 | -4.8 | 0 | COc1ccc([N+](=O)[O-])cc1NC(=O)COC(=O)C1CC1

Rows were taken by chance; about 4.7% have a hit in one of these screens.
